VLA-4 inh = inhibition in a human VLA-4 binding assay; P13612; VLA-4 expressing cells, ligand binding flow cytometry; inhibition, % (about 7 µM as worked out from the volumes in the protocol); 330,000 tested, 0.2% active; AID 2557; in the data active = inhibition above about 50%
JMJD2C inh = human JMJD2C demethylase inhibition | inhibition, % at 2.35 µM | AID 2099 | GST-JMJD2C(1-420) H3K9me3 demethylation, DELFIA europium | 330,000 tested, 0.069% active | Q9H3R0;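 active = more than half of a compound's replicate wells show inhibition beyond 50%, single wells judged on their own value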;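 note: signal counts dimethyl H3K9 product captured on neutravidin plate; 0% = median of DMSO wells and 100% = 0.3 times that DMSO median; strong numbers were not always called active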
Target sequence (Q9H3R0 1-420 limits assumed): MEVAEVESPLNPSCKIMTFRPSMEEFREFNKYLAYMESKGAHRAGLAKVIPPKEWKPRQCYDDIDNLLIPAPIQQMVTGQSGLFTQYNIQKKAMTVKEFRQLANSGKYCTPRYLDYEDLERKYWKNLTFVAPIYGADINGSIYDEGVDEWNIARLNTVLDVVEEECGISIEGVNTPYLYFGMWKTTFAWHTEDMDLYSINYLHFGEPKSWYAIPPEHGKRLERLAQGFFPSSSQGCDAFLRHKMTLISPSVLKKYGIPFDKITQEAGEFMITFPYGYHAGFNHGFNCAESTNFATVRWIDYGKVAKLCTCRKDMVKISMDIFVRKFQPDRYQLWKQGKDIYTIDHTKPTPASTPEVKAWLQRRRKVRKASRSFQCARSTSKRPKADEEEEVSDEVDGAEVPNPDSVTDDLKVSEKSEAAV
HCV core dimer = blocks dimerization of HCV core protein; TR-FRET GST/Flag-core106 dimerization, 1536-well; inhibition, % at 5 µM; 300,000 tested, 0.33% active; AID 1899;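 active = inhibition above the mean of all tested compounds plus 3 SD, set per screening campaign, cut at about 45% in these data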
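Assay system: tagged HCV core106 pair (GST and Flag); medium: KF-containing HEPES buffer, pH 7.45, DTT, CHAPS, BSA; also added: Eu donor and XL665 acceptor anti-tag antibodies; dosing: 5 µM single dose; timing: compound-protein-antibody incubation 4 h at 22.5 °C; signal: TR-FRET 671 and 617 nm emission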
PP1 counter = PP1-alpha (human) inhibition in PP5 counter-screen; purified PP1alpha, OMFP fluorescence; inhibition, % at 6.7 µM; 320,000 tested, 0.9% active;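 active = inhibition above the mean inhibition of all tested compounds plus 3 SD, computed separately for each screening campaign, cut at about 15% in these data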
GRK2 inh = blocks RNA aptamer binding to human GRK2; P25098; inhibition of aptamer binding, % at 10 µM; bead flow cytometry, FAM-aptamer displacement from GRK2; 330,000 tested, 0.59% active; AID 488847;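 active = inhibition of aptamer binding above 40%, roughly 3 SD of noise, on plates passing a quality check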;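 note: median bead fluorescence of bound FAM aptamer so fluorescent compounds give negative values; no value below 0 was filed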
PP5 primary = inhibitors of human protein phosphatase 5 (PP5) | P53041 | purified PP5c, OMFP substrate fluorescence | inhibition, % at 6.7 µM | 320,000 tested, 0.18% active;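 active = inhibition above the campaign's mean inhibition across all tested compounds plus 3 SD, cut at about 9.5% in these data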;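 note: 0% = DMSO only and 100% = 100 µM cantharidin control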
Target sequence (P53041 whole entry, looked up): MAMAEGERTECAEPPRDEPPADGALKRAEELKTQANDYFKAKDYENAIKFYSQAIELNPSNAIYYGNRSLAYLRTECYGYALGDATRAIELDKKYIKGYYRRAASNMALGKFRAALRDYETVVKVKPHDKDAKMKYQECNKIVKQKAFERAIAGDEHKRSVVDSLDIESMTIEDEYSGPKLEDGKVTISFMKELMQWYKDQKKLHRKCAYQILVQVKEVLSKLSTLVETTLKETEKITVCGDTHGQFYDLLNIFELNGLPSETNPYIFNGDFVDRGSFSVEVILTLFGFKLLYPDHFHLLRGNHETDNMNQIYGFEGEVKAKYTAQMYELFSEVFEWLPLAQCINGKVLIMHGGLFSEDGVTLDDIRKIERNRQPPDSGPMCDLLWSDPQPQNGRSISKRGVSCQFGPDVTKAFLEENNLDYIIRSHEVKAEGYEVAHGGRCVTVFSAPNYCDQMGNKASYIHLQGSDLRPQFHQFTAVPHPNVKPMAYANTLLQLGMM
Fh CTSL1 inh = cathepsin L1 inhibition, PFM18AAP counter-screen; inhibition, % at 5.96 µM; 300,000 tested, 0.49% active; recombinant F. hepatica cathepsin L1, Z-Leu-Arg-MCA fluorescence;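 active = inhibition above the mean of all tested compounds plus 3 SD, set per screening campaign, cut at about 17% in these data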;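 note: 0% = plate median of test compound wells and 100% = 1 µM Z-Phe-Ala-diazomethylketone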
proCasp7 act = activates human procaspase-7, counter-screen for procaspase-3 activators. P55210. recombinant procaspase-7, Ac-DEVD-pNA absorbance 405 nm; D23A/D198A/D206A triple mutant, cannot self-cleave; scale: DMSO 0, 5 µM enzyme 100. activation, % at 8.5 µM. 330,000 tested, 0.093% active;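 active = percent activation above the screen-wide mean plus 3 SD, cut at about 25% in these data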
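signal = Epi-absorbance of released pNA at 405 nm, two timepoints | assay system = Uncleavable procaspase-7 mutant enzyme | reagent = Ac-DEVD-pNA substrate, 400 µM as added | times = 1 h enzyme–compound preincubation and 2 h substrate reaction, both 25 °C | benchmarks = low DMSO alone, high DMSO plus 5 µM PC-7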
proCasp3 act = activates human procaspase-3; P42574; recombinant procaspase-3 D3A, Ac-DEVD-pNA absorbance 405 nm; activation, % at 8.5 µM; 330,000 tested, 0.11% active; AID 463141;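 active = activation above the mean of all tested compounds plus 3 SD, cut at about 21% in these data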;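 note: 0% = DMSO alone and 100% = DMSO wells spiked with extra 5 µM PC-3 D3A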
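Test system: Procaspase-3 D3A mutant, all three cleavage aspartates alanine | Dosing: Single dose, 8.5 µM nominal compound, 0.8% DMSO | Schedule: 1 h preincubation, 2 h reaction | Technique: 405 nm absorbance of p-nitroaniline, reads at 0 and 120 min | Repeats: One well per compound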
* marks the source's active call; other numbers are inactive results; i = inactive; x = no result given; & = joins results of further samples.

no. | canonical_smiles | GRK2 inh | PP1 counter | PP5 primary | JMJD2C inh | HCV core dimer | VLA-4 inh | proCasp7 act | proCasp3 act | Fh CTSL1 inh
1 | CCCNc1nc(Cl)nc(NCc2cccnc2)n1 | 0.0 | -2.6 | -1.2 | -4.1 | -1.9 | 5.3 | 8.0 | 12.9 | 2.1
2 | Cc1ccccc1NC(=O)COC(=O)C1C2CC3OC(=O)C1C3C2 (stereo not given) | 0.0 | -1.3 | -0.1 | 8.6 | 6.6 | 10.2 | 4.0 | -1.4 | 5.9
3 | CS(=O)(=O)N1CCC(C(=O)NCCC2=CCCCC2)CC1 | 4.0 | -3.7 | -0.8 | 2.9 | 3.3 | 12.1 | -12.9 | 2.9 | -0.4
4 | Cc1cc(C)cc(CC2CC(=O)N(c3ccc(Cl)cn3)C2=O)c1 (stereo not given) | 2.0 | 3.5 | 2.3 | 6.0 | -2.2 | 11.5 | -9.2 | 12.9 | -0.3
5 | O=C(COc1ccc(S(=O)(=O)N2CCCCC2)cc1)NCc1cccnc1 | 0.0 | -1.3 | 1.7 | 14.4 | -0.9 | 9.9 | 6.1 | 7.7 | 1.8
6 | CC(C)CC(NC(=O)c1ccccc1)C(=O)OCC(=O)Nc1ccc(S(N)(=O)=O)cc1 (stereo not given) | 0.0 | -5.4 | -0.7 | 5.8 | 8.2 | 7.7 | 0.9 | 5.3 | 16.2
7 | O=c1cnnc(N/N=C/c2ccccn2)[nH]1 | 0.0 | 4.5 | -1.5 | 1.3 | 1.3 | 0.0 | -6.0 | 4.4 | -0.1
8 | CCc1nc2ccccc2n1CC(=O)N1CCN(Cc2ccccc2)CC1 | 0.0 | -4.3 | 1.7 | 6.0 | -1.9 | -6.8 | -12.2 | 5.4 | -1.1
9 | COc1ccc(NC(C)C(=O)N/N=C/c2ccccc2OCc2ccc(Br)cc2)cc1 (stereo not given) | 1.0 | 8.7 | 4.2 | 4.7 | 23.9 | -12.7 | 1.5 | -4.4 | 0.5
10 | CCn1c2ccccc2c2nnc(SCC(=O)c3c(N)n(C)c(=O)n(C)c3=O)nc21 | 0.0 | -0.7 | -0.5 | 22.0 | 2.5 | -2.3 | 3.6 | -0.8 | -2.9
11 | O=C(NCCN1CCN(c2ccc([N+](=O)[O-])cc2)CC1)NCc1ccccc1 | 0.0 | -2.1 | 0.2 | -5.0 | 2.6 | 19.4 | -1.9 | -5.6 | 12.9
12 | CCN(CC(=O)Nc1ccc(C)c(S(=O)(=O)N(C)C)c1)Cc1ccccc1 | 0.0 | 5.4 | 0.6 | -24.6 | 1.9 | -5.8 | 6.3 | 5.5 | 1.6
13 | COc1ccccc1OCCCn1c(=O)oc2ccc(C)cc21 | 3.0 | -2.0 | 4.1 | -17.5 | -3.0 | 2.7 | 0.9 | -1.2 | 0.9
14 | NC(=O)c1nc(C2CCCCC2)nc2c1[nH]c(=O)n2-c1ccc(F)cc1 | 1.0 | -2.7 | 0.5 | -5.2 | 1.9 | 11.4 | 12.4 | -1.3 | 5.6
15 | Cc1cc(Nc2n[nH]c(N)c2C#N)ccc1F | 2.0 | -2.8 | 2.5 | -1.7 | -3.8 | -1.1 | -0.4 | 2.2 | -3.6
16 | COc1ccc(CC(=O)NC(=S)Nc2ccc(S(N)(=O)=O)cc2)cc1 | 0.0 | -5.7 | 1.9 | 2.7 | 8.5 | -1.8 | 14.6 | 7.0 | -1.7
17 | Cc1cccc(C)c1NC(=O)C1(N2CCN(C(=O)c3ccco3)CC2)CCCCC1 | 4.0 | 0.2 | 1.0 | 7.3 | -4.0 | 0.9 | -2.8 | 2.0 | 0.1
18 | COc1ccc(S(=O)(=O)Nc2nc3ccccc3nc2NCc2ccc3c(c2)OCO3)cc1 | 1.0 | -0.9 | 0.1 | -4.8 | -3.4 | 11.4 | 0.8 | 8.1 | -4.7
19 | COCCNC(=O)Cn1nc(Cc2ccncc2)c2ccccc2c1=O | 15.0 | 5.2 | -1.5 | 1.3 | 1.7 | 14.2 | 2.1 | -6.0 | -2.7
20 | CSCCC(NC(=O)c1ccccc1)C(=O)OCC(=O)NCc1ccco1 (stereo not given) | 3.0 | x | x | 5.2 | x | -10.9 | 13.2 | 8.4 | x
21 | CC(Oc1ccc(Cl)cc1Cl)/C(N)=N/O (stereo not given) | 2.0 | -3.4 | 1.0 | i | -0.6 | 2.2 | 7.2 | 0.8 | -0.5
22 | CN(C)c1ccc(NC(=O)Nc2cccc(Cl)c2)cc1 | 0.0 | -1.9 | 2.4 | -6.4 | -24.7 | 6.6 | -20.4 | -10.8 | 0.5
23 | COc1ccc(OC)c(C(=O)c2ccc(C(=O)c3cc(OC)ccc3OC)cc2)c1 | 2.0 | 0.5 | 0.4 | 2.5 | 6.8 | 7.2 | 6.5 | -2.1 | 4.5
24 | Cc1nc(NC(=O)C2CC3CCCC(C2)C3=O)sc1C (stereo not given) | 0.0 | -0.2 | -1.1 | 6.9 | 4.8 | -2.9 | 6.0 | 2.5 | -1.6
25 | CCN1C(=O)C(=O)N(CC(=O)N2CCN(c3ccccc3)CC2)C1=O | 2.0 | 4.6 | -2.2 | 3.4 | -0.4 | 1.5 | 11.2 | -3.4 | -1.6

Part of the list above with just GRK2 inh:
item	Structure	GRK2 inh
14	NC(=O)c1nc(C2CCCCC2)nc2c1[nH]c(=O)n2-c1ccc(F)cc1	1.0
15	Cc1cc(Nc2n[nH]c(N)c2C#N)ccc1F	2.0
16	COc1ccc(CC(=O)NC(=S)Nc2ccc(S(N)(=O)=O)cc2)cc1	0.0

As entered above:
Reading for entry 17 under HCV core dimer: -4.0
Reading for entry 8 under GRK2 inh: 0.0
Reading for entry 22 under proCasp3 act: -10.8

Later entries.
no. | canonical_smiles | GRK2 inh | PP1 counter | PP5 primary | JMJD2C inh | HCV core dimer | VLA-4 inh | proCasp7 act | proCasp3 act | Fh CTSL1 inh
26 | COc1ccccc1NC(=O)Nc1cccc(NC(C)=O)c1 | 4.0 | -0.2 | -1.8 | 4.6 | -0.6 | -0.9 | 74.3* | 2.1 | 1.6
27 | C#CCCCCCCCCC(=O)NCCCC | x | -2.8 | 0.2 | -15.6 | 0.0 | 21.8 | 12.5 | 2.6 | 6.7
28 | Cc1ccc2[nH]c3c(c2c1)CN(C(=O)CN1CC(C)OC(C)C1)CC3 (stereo not given) | 0.0 | -2.6 | 0.3 | 4.8 | -4.3 | 0.6 | 23.4 | -4.6 | -0.2
29 | O=C(Nc1cccc(C(=O)O)c1)/C(=C/c1cccc([N+](=O)[O-])c1)NC(=O)c1cccc(Br)c1 | 0.0 | -2.8 | 1.9 | -8.0 | 16.5 | 4.4 | -1.4 | 4.7 | 0.4
30 | O=C(c1c(F)cccc1F)N1CCN(S(=O)(=O)c2ccc3c(c2)OCCO3)CC1 | 0.0 | -2.1 | -1.0 | -4.3 | x | 15.0 | -3.8 | -1.4 | x
31 | Cc1cc(C)cc(N2CCCn3c2nc2c3c(=O)n(CCN3CCOCC3)c(=O)n2C)c1 | 0.0 | -4.4 | 0.1 | -24.6 | -0.1 | -6.5 | 1.3 | -1.6 | -0.6
32 | NC(=O)NC(CC(=O)NCCCc1ccccc1)c1ccccc1Cl (stereo not given) | 1.0 | 3.2 | -1.1 | 6.9 | -3.9 | 18.0 | 9.2 | 3.6 | -5.9
33 | Cc1ccc(S(=O)(=O)NCCC(=O)NCc2ccc3c(c2)OCO3)cc1C | 0.0 | -0.9 | 1.8 | 3.4 | 0.7 | -7.2 | 9.4 | -4.7 | 2.3
34 | O=C(CSc1nnc(-c2ccccc2)o1)c1nnc(-c2ccccc2)o1 | 0.0 | 1.8 | -0.6 | 4.4 | 29.0 | 1.4 | -10.6 | -6.9 | 9.1
35 | O=C(OCCN1CCN(C2=NS(=O)(=O)c3ccccc32)CC1)c1cccc(Br)c1 | 1.0 | -0.6 | -0.5 | 0.5 | -3.4 | 2.0 | 7.7 | -2.3 | 1.1
36 | Cc1ccc(Nc2c(F)c(F)c(F)c(F)c2C(=O)O)c(C)c1 | 2.0 | -4.2 | 2.1 | -3.7 | 7.9 | 1.1 | -2.8 | 1.9 | -4.9
37 | Cc1ccc(CS(=O)(=O)CCC(=O)NCc2ccc3c(c2)OCO3)cc1 | 0.0 | -1.9 | 1.7 | 0.0 | -4.1 | 5.9 | -6.5 | 4.5 | -3.7
38 | O=S(=O)(c1ccc(F)cc1)N1CCN(c2ncnc3c2cnn3-c2ccccc2)CC1 | 3.0 | -4.4 | -0.1 | 2.5 | -3.0 | 13.4 | 10.8 | 0.1 | 1.2
39 | COc1cc(C2c3sc(=O)[nH]c3SC3C(=O)N(c4ccc(Br)cc4)C(=O)C32)ccc1O (stereo not given) | 0.0 | 1.3 | -1.1 | -7.7 | 1.9 | 8.2 | 2.8 | -0.7 | -1.6
40 | CCC(=O)Nc1ccc(C(=O)COC(=O)c2nc3nccc(C)n3n2)cc1 | 16.0 | 20.1* | 1.7 | -3.0 | x | -1.0 | 5.5 | 1.9 | x
41 | O=C(N/N=C/c1cccc([N+](=O)[O-])c1)C1CC1c1ccccc1 (stereo not given) | 4.0 | 3.5 | 3.6 | 2.7 | -1.7 | -4.6 | -7.6 | -4.6 | -1.2
42 | COC(=O)CSc1nc2ccc(C)cc2cc1C#N | 3.0 | 4.1 | -0.8 | -4.0 | 0.6 | 1.3 | 10.6 | 4.4 | -4.3
43 | CCOc1ccccc1-n1c(C)cc(C=O)c1C | 12.0 | -2.7 | -1.4 | 26.2 | -2.5 | 4.2 | 10.6 | 6.5 | -9.1
44 | CC1=C(C(=O)OC2CCCC2)C(c2coc3ccc(C)cc3c2=O)C2=C(CCCC2=O)N1 (stereo not given) | 4.0 | 0.0 | 0.7 | -11.2 | 3.4 | 13.3 | 14.0 | 11.4 | 5.2
45 | CCCN(CCC)C(=O)CSc1nc2ccccc2c(=O)n1CC1COc2ccccc2O1 (stereo not given) | 2.0 | -0.4 | 2.6 | -8.5 | 7.5 | -8.3 | 4.0 | 0.6 | 2.4
46 | O=[N+]([O-])c1ccc(-[n+]2nc(-c3ccccc3)nn2-c2ccccc2)cc1 | 1.0 | -3.1 | 1.5 | 13.3 | 2.7 | -0.8 | 6.3 | -0.6 | 1.9
47 | OC(COc1cccc(OCC(O)CN2CCOCC2)c1)CN1CCOCC1 (stereo not given) | 2.0&2.0 | -3.7&-0.9 | 2.3&2.5 | -1.2&-1.5 | -1.5&-6.7 | -15.4&6.1 | 11.6&-3.7 | -1.1&-5.5 | 1.2&1.5
48 | CC(=O)Nc1ccc(S(=O)(=O)NCCCc2ccccc2)cc1 | 2.0 | -0.7 | -2.1 | -2.8 | -1.8 | 0.3 | -2.7 | 0.9 | 2.2
49 | Cc1cc(NC(=O)c2sc(Nc3ccc(F)c(Cl)c3)nc2N)no1 | 3.0 | 9.4 | -1.6 | -9.7 | -0.1 | 19.8 | 5.0 | 5.8 | -4.2

Source: PubChem
